JMJD2C inh: inhibitors of GASC-1 histone demethylase, primary screen, biochemical, fluorescence, DELFIA europium; Lysine-specific demethylase 4C (Homo sapiens), Q9H3R0; GST-JMJD2C(1-420) H3K9me3 demethylation; inhibition, % at 2.35 µM; 330,000 tested, 0.069% active;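 active = more than half of a compound's replicate wells show inhibition beyond 50%, single wells judged on their own value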;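 also: signal counts dimethyl H3K9 product captured on neutravidin plate; 0% = median of DMSO wells and 100% = 0.3 times that DMSO median; strong numbers were not always called active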
Efflux pump mplx: inhibitors of Candida efflux pumps in yeast, primary screen, S. cerevisiae, Nile Red, multiplex; S. cerevisiae Candida pump triplex; inhibition, % at 10 µM; 330,000 tested, 0.44% active; AID 485275, 2010;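 active = plate passing quality check with inhibition over a set limit, or well fluorescence over plate mean plus 4 SD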;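 also: Nile Red retained in pooled yeast measured as flow cytometry median fluorescence; 0% = buffer negative control and 100% = Enniatin B positive control; higher means more Nile Red kept so more efflux inhibition; some compounds called inactive have numbers as strong as hits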
LYPLA2 counter: LYPLA2 inhibitors, primary screen, counter-screen for PME1 inhibitor project, biochemical, fluorescence polarization, FP-Rh probe ABPP. inhibition, % at 5.9 µM. AID 2177, 2009. recombinant LYPLA2. 320,000 tested, 0.38% active. Acyl-protein thioesterase 2 (Homo sapiens), O95372;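 active = inhibition above the screen-wide mean plus 3 SD, limit set per campaign, cut at about 26% in these data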;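 also: 0% = LYPLA2 with DMSO and 100% = wells lacking LYPLA2 enzyme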
Target sequence (O95372 whole entry, looked up): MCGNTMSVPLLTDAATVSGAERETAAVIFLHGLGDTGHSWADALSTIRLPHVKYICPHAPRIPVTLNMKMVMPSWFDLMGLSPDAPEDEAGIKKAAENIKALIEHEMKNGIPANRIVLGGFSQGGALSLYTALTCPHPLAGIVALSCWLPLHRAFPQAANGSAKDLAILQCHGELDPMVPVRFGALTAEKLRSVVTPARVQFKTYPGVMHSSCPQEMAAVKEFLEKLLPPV
core dimer inh: inhibitors of HCV core protein dimerization, primary screen, biochemical, TR-FRET, high-throughput; TR-FRET GST/Flag-core106 dimerization, 1536-well; inhibition, % at 5 µM; 300,000 tested, 0.33% active;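 active = inhibition above the mean of all tested compounds plus 3 SD, set per screening campaign, cut at about 45% in these data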
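Test system: GST/Flag-tagged HCV core106 proteins; Medium: KF-containing HEPES buffer, pH 7.45, DTT, CHAPS, BSA; Times: compound-protein-antibody incubation 4 h at 22.5 °C; Detection: TR-FRET 671 and 617 nm emission; Benchmarks: wells lacking GST-core106 and wells with excess unlabelled core106.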
CTSL1 counter: Fasciola hepatica cathepsin L1 inhibitors, primary screen, counter-screen for PFM18AAP inhibitor project, biochemical, QFRET, fluorogenic peptide substrate; recombinant F. hepatica cathepsin L1, Z-Leu-Arg-MCA fluorescence; inhibition, % at 5.96 µM; 300,000 tested, 0.49% active; AID 1906, 2009;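 active = inhibition above the mean of all tested compounds plus 3 SD, set per screening campaign, cut at about 17% in these data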;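 also: 0% = plate median of test compound wells and 100% = 1 µM Z-Phe-Ala-diazomethylketone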
PP1 inh: PP1-alpha phosphatase inhibitors, primary screen, counter-screen for PP5 inhibitor project, biochemical, fluorescence, OMFP substrate, single point; purified PP1alpha; 320,000 tested, 0.9% active; inhibition, % at 6.7 µM; Serine/threonine-protein phosphatase PP1-alpha catalytic subunit (Homo sapiens), P62136;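 active = inhibition above the mean inhibition of all tested compounds plus 3 SD, computed separately for each screening campaign, cut at about 15% in these data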
TPT1 inhibitor: Candida albicans TPT1 enzyme inhibitors, primary screen, biochemical, fluorescence polarization | recombinant caTPT1, FP RNA substrate dephosphorylation | inhibition, % at 5 µM | 300,000 tested, 0.81% active | AID 1962, 2009;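 active = inhibition above the mean of all tested compounds plus 3 SD, set per screening campaign, cut at about 24% in these data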;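 also: plate controls were DMSO alone for no effect and ferristatin control at 100 nM for full effect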
PREPL inhibitor: PREPL enzyme inhibitors, primary screen, biochemical, fluorescence polarization. 320,000 tested, 0.68% active. inhibition, % at 5.96 µM. Prolyl endopeptidase-like (Homo sapiens), Q4J6C6. recombinant PREPL, fluorescence polarization activity-based probe; in the data active = inhibition above about 43%;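 also: 0% = enzyme with DMSO and 100% = wells lacking enzyme; many of its hits are not listed in these tables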
Target sequence (Q4J6C6 whole entry, looked up): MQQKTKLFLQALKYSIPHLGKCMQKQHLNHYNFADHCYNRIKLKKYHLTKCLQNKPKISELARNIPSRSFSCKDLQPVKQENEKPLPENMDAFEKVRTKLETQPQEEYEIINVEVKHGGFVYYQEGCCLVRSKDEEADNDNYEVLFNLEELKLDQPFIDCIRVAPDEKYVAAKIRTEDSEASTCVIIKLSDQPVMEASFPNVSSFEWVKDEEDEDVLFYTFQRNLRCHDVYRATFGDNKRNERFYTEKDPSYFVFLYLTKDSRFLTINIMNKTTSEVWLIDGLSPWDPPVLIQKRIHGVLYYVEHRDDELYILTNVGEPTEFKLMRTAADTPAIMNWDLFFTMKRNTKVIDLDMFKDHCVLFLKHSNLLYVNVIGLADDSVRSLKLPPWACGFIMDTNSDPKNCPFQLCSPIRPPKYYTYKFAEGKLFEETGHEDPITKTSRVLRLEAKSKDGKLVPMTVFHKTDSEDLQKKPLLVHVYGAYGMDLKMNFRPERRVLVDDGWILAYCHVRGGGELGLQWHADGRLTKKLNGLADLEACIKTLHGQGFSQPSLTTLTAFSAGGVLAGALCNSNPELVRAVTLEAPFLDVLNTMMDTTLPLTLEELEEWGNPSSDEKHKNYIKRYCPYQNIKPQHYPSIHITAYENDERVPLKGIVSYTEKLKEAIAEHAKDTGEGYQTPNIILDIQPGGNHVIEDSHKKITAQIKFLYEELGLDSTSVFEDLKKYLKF
PP5 primary: PP5 phosphatase inhibitors, primary screen, biochemical, fluorescence; Serine/threonine-protein phosphatase 5 (Homo sapiens), P53041; purified PP5c, OMFP substrate fluorescence; inhibition, % at 6.7 µM; 320,000 tested, 0.18% active;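 active = inhibition above the campaign's mean inhibition across all tested compounds plus 3 SD, cut at about 9.5% in these data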;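 also: 0% = DMSO only and 100% = 100 µM cantharidin control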
Active calls of the source: *; & = joins results of further samples.

What do the screens show for `COc1cccc(NC(=O)CN(C)C(=O)CN2C(=O)NC(C)(c3ccc(C)cc3)C2=O)c1` (stereo not given)?
JMJD2C inh: 11; Efflux pump mplx: 0.1; LYPLA2 counter: -5; PP1 inh: 0; PREPL inhibitor: 8; PP5 primary: 3.2

Results for CCCN1CCN(CCCNC(=O)CCCn2nc(C)c3sc4ccccc4c3c2=O)CC1 ?
JMJD2C inh: -1; Efflux pump mplx: -0.1; LYPLA2 counter: 1; core dimer inh: 4; CTSL1 counter: -2; PP1 inh: 1; TPT1 inhibitor: 2; PREPL inhibitor: 6; PP5 primary: 0.6

Results for Cc1cccc(-c2ccc(NC(=O)C3CCN(CC4CC4)CC3)cc2)c1 ?
JMJD2C inh: -12; Efflux pump mplx: 0.2; LYPLA2 counter: -2; core dimer inh: 1; CTSL1 counter: -2; PP1 inh: 0; TPT1 inhibitor: 1; PREPL inhibitor: -5; PP5 primary: 1.4

What do the screens show for `O=C(NCCc1nc2ccccc2[nH]1)c1ccc(Br)o1`?
JMJD2C inh: -13; Efflux pump mplx: 0.5; LYPLA2 counter: -6; core dimer inh: -1; CTSL1 counter: 1; PP1 inh: -3; TPT1 inhibitor: 2; PREPL inhibitor: 6; PP5 primary: -0.5

Results for Cc1cc(N2CCCC2=O)cc(C)c1S(=O)(=O)NCCOc1ccccc1 ?
JMJD2C inh: -1; Efflux pump mplx: -0.1; LYPLA2 counter: 0; core dimer inh: -2; CTSL1 counter: 5; PP1 inh: 1; TPT1 inhibitor: -2; PREPL inhibitor: 1; PP5 primary: 2.5

Results for COc1ccccc1C(=O)NCC(=O)OCC(=O)c1ccc2c(c1)-c1ccccc1C2 ?
JMJD2C inh: 3; Efflux pump mplx: 0.2; LYPLA2 counter: -8; core dimer inh: -16; CTSL1 counter: -16; PP1 inh: 9; TPT1 inhibitor: 3; PREPL inhibitor: -31; PP5 primary: 2.8

Results for CCOC(=O)C1CCCN(C(=O)C(=O)c2cn(CC(=O)N3CCOCC3)c3ccccc23)C1 (stereo not given) ?
JMJD2C inh: -4; Efflux pump mplx: -0.3; LYPLA2 counter: 1; core dimer inh: -1; CTSL1 counter: 4; PP1 inh: -3; TPT1 inhibitor: 2; PREPL inhibitor: 6; PP5 primary: -2.0

How did NC(=O)CSc1nc2ccccc2n1Cc1ccccc1 do in these assays?
JMJD2C inh: 0; Efflux pump mplx: -0.1; LYPLA2 counter: -1; core dimer inh: -18; CTSL1 counter: 3; PP1 inh: -1; TPT1 inhibitor: -3; PREPL inhibitor: 3; PP5 primary: 1.9

How did CCOC(=O)C1CCN(S(=O)(=O)c2cccc(-c3csc(C)n3)c2)CC1 do in these assays?
JMJD2C inh: 0; Efflux pump mplx: -0.2; LYPLA2 counter: 1; core dimer inh: -2; CTSL1 counter: 3; PP1 inh: 3; TPT1 inhibitor: -1; PREPL inhibitor: -13; PP5 primary: 0.6

How did CCOC(=O)C1=C(CSc2nccn2C)NC(=O)NC1c1cc(C)ccc1C (stereo not given) do in these assays?
JMJD2C inh: 2; Efflux pump mplx: -0.1; LYPLA2 counter: 0; core dimer inh: 4; CTSL1 counter: 0; PP1 inh: -3; TPT1 inhibitor: -2; PREPL inhibitor: 5; PP5 primary: -0.5

What do the screens show for `O=C(CNc1ccc2ccccc2c1)N/N=C/c1ccc(C(=O)O)cc1`?
JMJD2C inh: -16; Efflux pump mplx: 0.0; LYPLA2 counter: -2; core dimer inh: -6; CTSL1 counter: -2; PP1 inh: -3; TPT1 inhibitor: 2; PREPL inhibitor: 3; PP5 primary: -0.4

What do the screens show for `O=C(c1ccco1)N1CCN(C2CC(=O)N(c3ccc(C(F)(F)F)cc3)C2=O)CC1` (stereo not given)?
JMJD2C inh: -3; Efflux pump mplx: 0.4; LYPLA2 counter: -6; core dimer inh: 7; CTSL1 counter: -2; PP1 inh: -13; TPT1 inhibitor: 3; PREPL inhibitor: -3; PP5 primary: -4.0

How did Nc1nc(SCC(=O)Nc2ncc(Cl)cc2Cl)n[nH]1 do in these assays?
JMJD2C inh: 2; Efflux pump mplx: -0.1; LYPLA2 counter: 0; PP1 inh: 1; PREPL inhibitor: 11; PP5 primary: -1.4

Results for O=C(O)c1ccc(N(Cc2ccccc2)S(=O)(=O)c2ccccc2)cc1 ?
JMJD2C inh: -14&-4; Efflux pump mplx: -0.1&0.2; LYPLA2 counter: 5&7; core dimer inh: 8&-1; CTSL1 counter: -4&-1; PP1 inh: -2&6; TPT1 inhibitor: -1&-2; PREPL inhibitor: 1&1; PP5 primary: -0.1&3.0

How did O=C(CS(=O)(=O)c1ccccc1)c1ccc2c(c1)OCCO2 do in these assays?
JMJD2C inh: -1; Efflux pump mplx: -0.1; LYPLA2 counter: 7; core dimer inh: -3; CTSL1 counter: -1; PP1 inh: -3; TPT1 inhibitor: 3; PREPL inhibitor: -1; PP5 primary: 1.5

Results for O=C(c1ccccc1-c1ncc[nH]1)N1CCCC(Nc2ccc(F)cc2)C1 (stereo not given) ?
JMJD2C inh: 1; Efflux pump mplx: 0.1; LYPLA2 counter: 13; core dimer inh: 2; CTSL1 counter: 4; PP1 inh: 2; TPT1 inhibitor: -2; PREPL inhibitor: 27; PP5 primary: 2.7

Results for CCOC(=O)COc1ccc(C(=O)CC)cc1OC ?
JMJD2C inh: -1; Efflux pump mplx: 0.1; LYPLA2 counter: 5; core dimer inh: -6; CTSL1 counter: 3; PP1 inh: -4; TPT1 inhibitor: -2; PREPL inhibitor: 10; PP5 primary: 3.4

Results for O=C(NCC(c1ccco1)N1CCOCC1)C1CCCCC1 (stereo not given) ?
JMJD2C inh: 94; Efflux pump mplx: 0.0; LYPLA2 counter: 3; core dimer inh: -1; CTSL1 counter: 10; PP1 inh: -4; TPT1 inhibitor: -1; PREPL inhibitor: 8; PP5 primary: -2.0

What do the screens show for `O=S(=O)(c1ccc(NC(=S)Nc2ccc3c(c2)OCO3)cc1)N1CCOCC1`?
JMJD2C inh: 10; Efflux pump mplx: 0.0; LYPLA2 counter: 8; core dimer inh: 5; CTSL1 counter: -6; PP1 inh: -2; TPT1 inhibitor: -5; PREPL inhibitor: 5; PP5 primary: 3.5

How did O=C(CSc1nc2ccccc2o1)N1N=C(c2cccs2)CC1c1ccc(F)cc1 (stereo not given) do in these assays?
JMJD2C inh: 0; Efflux pump mplx: 0.0; LYPLA2 counter: 1; core dimer inh: 10; CTSL1 counter: 3; PP1 inh: -1; TPT1 inhibitor: -1; PREPL inhibitor: 1; PP5 primary: 1.6

What do the screens show for `CN1CCN(c2ccc(C(=O)c3ccc(Br)cc3)cc2[N+](=O)[O-])CC1`?
JMJD2C inh: -10; Efflux pump mplx: 33*; LYPLA2 counter: 14; core dimer inh: -10; CTSL1 counter: 0; PP1 inh: -8; TPT1 inhibitor: -1; PREPL inhibitor: 12; PP5 primary: 2.6

How did C=CCSc1ccsc1C(=O)O do in these assays?
JMJD2C inh: 7; Efflux pump mplx: -0.1; LYPLA2 counter: -1; core dimer inh: 1; CTSL1 counter: -5; PP1 inh: 3; TPT1 inhibitor: 2; PREPL inhibitor: -4; PP5 primary: -0.5

What do the screens show for `S=c1[nH]nc(-c2ccco2)n1/N=C/c1cccc(Cl)c1`?
JMJD2C inh: 6; Efflux pump mplx: 0.0; LYPLA2 counter: 9; core dimer inh: -2; CTSL1 counter: 2; PP1 inh: -5; TPT1 inhibitor: -6; PREPL inhibitor: 10; PP5 primary: -0.5

Results for Cc1cc(O)cc(C)c1NS(=O)(=O)c1ccc2ccccc2c1 ?
JMJD2C inh: -7; Efflux pump mplx: 0.1; LYPLA2 counter: 5; core dimer inh: 2; CTSL1 counter: -3; PP1 inh: -2; TPT1 inhibitor: -5; PREPL inhibitor: -7; PP5 primary: 3.0

Reprinted from the part before: three entries; new compounds follow.
How did C=CCSc1ccsc1C(=O)O do in these assays?
JMJD2C inh: 7; Efflux pump mplx: -0.1; LYPLA2 counter: -1; core dimer inh: 1; CTSL1 counter: -5; PP1 inh: 3; TPT1 inhibitor: 2; PREPL inhibitor: -4; PP5 primary: -0.5

What do the screens show for `S=c1[nH]nc(-c2ccco2)n1/N=C/c1cccc(Cl)c1`?
JMJD2C inh: 6; Efflux pump mplx: 0.0; LYPLA2 counter: 9; core dimer inh: -2; CTSL1 counter: 2; PP1 inh: -5; TPT1 inhibitor: -6; PREPL inhibitor: 10; PP5 primary: -0.5

Results for Cc1cc(O)cc(C)c1NS(=O)(=O)c1ccc2ccccc2c1 ?
JMJD2C inh: -7; Efflux pump mplx: 0.1; LYPLA2 counter: 5; core dimer inh: 2; CTSL1 counter: -3; PP1 inh: -2; TPT1 inhibitor: -5; PREPL inhibitor: -7; PP5 primary: 3.0

How did CC(Oc1ccc(Br)cc1)C(=O)NCC1(N2CCCCC2)CCCCC1 (stereo not given) do in these assays?
JMJD2C inh: -14; Efflux pump mplx: -0.1; LYPLA2 counter: -5; PP1 inh: -1; PREPL inhibitor: 34; PP5 primary: -3.4

What do the screens show for `CC(C)C(=O)NNC(=O)CN1CCN(c2nc(-c3ccccc3)cs2)CC1`?
JMJD2C inh: 5; Efflux pump mplx: -0.1; LYPLA2 counter: -2; core dimer inh: -5; CTSL1 counter: 3; PP1 inh: -3; TPT1 inhibitor: 0; PREPL inhibitor: 2; PP5 primary: -1.1

How did CC1CC(=O)N(CC(=O)Nc2ccc3c(c2)OCCO3)c2ccccc2S1 (stereo not given) do in these assays?
JMJD2C inh: 0; Efflux pump mplx: -0.1; LYPLA2 counter: 5; core dimer inh: -2; CTSL1 counter: -5; PP1 inh: 0; TPT1 inhibitor: 2; PREPL inhibitor: 11; PP5 primary: 4.5

Results for Cc1ccc(/C=N/Nc2ccccn2)s1 ?
JMJD2C inh: 10; Efflux pump mplx: -0.1; LYPLA2 counter: -2; core dimer inh: -17; CTSL1 counter: -1; PP1 inh: 0; TPT1 inhibitor: -2; PREPL inhibitor: 18; PP5 primary: 3.9

How did Fc1ccccc1CNc1ncnc2sccc12 do in these assays?
JMJD2C inh: -7; Efflux pump mplx: 0.0; LYPLA2 counter: -5; core dimer inh: -3; CTSL1 counter: 4; PP1 inh: 0; TPT1 inhibitor: 4; PREPL inhibitor: 10; PP5 primary: 0.8

What do the screens show for `CCOc1ccc(-n2cnnn2)cc1S(=O)(=O)Nc1c(C)cccc1C`?
JMJD2C inh: 5; Efflux pump mplx: -0.2; LYPLA2 counter: 3; core dimer inh: 0; CTSL1 counter: -2; PP1 inh: -5; TPT1 inhibitor: 0; PREPL inhibitor: 0; PP5 primary: -2.4

Not all compounds are listed; count on the stated rates, not on these rows.
